DDE Tn7 FP inh = inhibitors of Tn7 peptide binding to human fibrin DD(E). P02675. FP displacement of FITC-Tn7 peptide from fibrin DD(E); 0% = median of compound wells per plate. inhibition, % at 8.3 µM. hit rate 0.13% among 370,000. AID 720508;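 active = inhibition above the mean of compounds falling within the control limits plus 3 SD of them, cut at about 14% in these data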;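 also: 0% = plate median of compound wells and 100% = 10 µM Aha-Tn7 peptide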
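Assay system: human fibrin DD(E). Input: DD(E) 2 µM final. Medium: Tris buffer with calcium and detergent, pH 7.8. Compound dosing: single point at 8.3 µM. Timing: 10 min plus 3 h, room temperature. Technique: fluorescence polarization of the labelled Tn7 tracer. Read-out: percent inhibition. Replicates: singlicate testing.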
TCR-CD3 inh = blocks the human TCR-CD3 interaction. TAMRA-labeled TCR probe fluorescence, biochemical. inhibition, % at 9.4 µM. hit rate 0.37% among 360,000. AID 651800; in the data active = inhibition above about 19%;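 also: recombinant mutant TCR 2C K166C tagged with TAMRA read by polarization; 0% = receptor in buffer alone and 100% = receptor with positive control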
PRMT1 FP inh = PRMT1 (human) inhibition, primary screen; Q99873; recombinant PRMT1, activity-based probe fluorescence polarization; AID 652257; inhibition, % at 2.79 µM; hit rate 1.3% among 370,000;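 active = inhibition above about 21% made by adding two undisclosed values, limit read from the data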
MBD2 inh = MBD2-methylated oligo binding inhibition. inhibition, % at 4.4 µM. hit rate 0.31% among 370,000. Q9UBB5. AID 686964. TR-FRET, MBD2 binding to methylated oligonucleotide; in the data active = inhibition above about 13%
TDP2 absorb = TDP2 (human) inhibition, absorbance primary screen; hit rate 0.34% among 370,000; recombinant TDP2, T5PNP hydrolysis, p-nitrophenol absorbance 415 nm; inhibition, % at 12.8 µM; O95551;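 active = inhibition above the mean of all tested compounds plus 3 SD, set per campaign, cut at about 25% in these data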;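 also: 0% = DMSO with enzyme and 100% = buffer with substrate but no TDP2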
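Read-out basis: percent inhibition. System: recombinant human TDP2. Buffer or medium: Mg2+-containing Tris-HCl buffer, pH 7.5. Repeats: single replicate. Timing: reaction 2 h, 37 °C. Benchmarks: high control without enzyme, low control DMSO plus TDP2. Probe or stimulus: 5 mM T5PNP. Doses: 12.8 µM only. Measured by: epi absorbance of p-nitrophenol freed from T5PNP by hydrolysis.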
SIAE primary = human SIAE inhibition, primary screen; SIAE FP-Rh probe binding, fluorescence polarization; Q9HAT2; hit rate 0.69% among 370,000; inhibition, % at 9.66 µM;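 active = inhibition above a cutoff: mean of compounds within the control limits plus 3 SD of those, cut at about 17% in these data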;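 also: 0% = plate median of compound wells and 100% = probe without SIAE protein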
LEDGF integ inh = blocks HIV-1 LEDGF/p75-dependent DNA integration; TR-FRET IN-LEDGF/p75 DNA integration, Eu/Cy5; inhibition, % at 3.7 µM; hit rate 0.64% among 370,000;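 active = inhibition above the screen-wide mean plus 3 SD, cut at about 13% in these data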;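 also: signal is the Cy5 over europium emission ratio at 671 and 618 nm; 0% = plate median of compound wells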
UHRF1 MBD2 ctr = human UHRF1 methylated DNA binding inhibitors | inhibition, % at 4.4 µM | Q96T88 | UHRF1 binding to methylated oligo, TR-FRET | AID 687016 | hit rate 0.75% among 370,000; in the data active = inhibition above about 21%;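 also: UHRF1 SRA domain binding a hemimethylated CpG hairpin DNA probe; 0% = median of test compound wells and 100% = reference inhibitor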
Target sequence (Q96T88 whole entry, looked up, the tested form may be a part): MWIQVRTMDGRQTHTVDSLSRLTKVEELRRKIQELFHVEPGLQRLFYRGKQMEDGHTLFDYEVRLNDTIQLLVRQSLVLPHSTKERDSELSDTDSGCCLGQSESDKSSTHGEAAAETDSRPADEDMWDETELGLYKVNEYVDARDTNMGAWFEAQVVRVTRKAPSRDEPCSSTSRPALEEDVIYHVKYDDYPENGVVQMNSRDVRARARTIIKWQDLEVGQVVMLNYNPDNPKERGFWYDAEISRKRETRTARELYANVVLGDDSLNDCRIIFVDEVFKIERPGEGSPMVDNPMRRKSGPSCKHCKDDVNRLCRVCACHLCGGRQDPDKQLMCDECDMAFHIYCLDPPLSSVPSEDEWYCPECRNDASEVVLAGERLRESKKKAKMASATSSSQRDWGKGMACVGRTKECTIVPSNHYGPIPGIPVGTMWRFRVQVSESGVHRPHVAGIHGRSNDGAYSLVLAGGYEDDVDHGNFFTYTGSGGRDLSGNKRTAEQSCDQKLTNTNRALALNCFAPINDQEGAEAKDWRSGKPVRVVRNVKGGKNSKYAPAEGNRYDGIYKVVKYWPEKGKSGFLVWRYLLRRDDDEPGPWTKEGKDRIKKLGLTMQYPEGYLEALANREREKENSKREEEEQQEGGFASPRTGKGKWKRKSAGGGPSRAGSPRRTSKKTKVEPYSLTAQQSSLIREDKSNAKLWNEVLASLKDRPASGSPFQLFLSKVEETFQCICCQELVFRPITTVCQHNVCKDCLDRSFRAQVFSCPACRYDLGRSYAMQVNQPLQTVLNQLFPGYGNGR
DDE Tn6 FP inh = inhibitors of Tn6 peptide binding to human fibrin DD(E); Fibrin DD(E) TRITC-Tn6 fluorescence polarization displacement; inhibition, % at 8.3 µM; hit rate 0.21% among 370,000; AID 720509; P02675;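 active = inhibition above a per-campaign cutoff: mean of compounds within control limits plus 3 SD, cut at about 15% in these data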;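 also: 0% = median of all compound wells on the plate and 100% = blocking peptide control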
proKLK7 act = activators of human kallikrein-7 zymogen; P49862; purified proKLK7, EDANS-DABCYL substrate fluorescence; 100% is mature enzyme control, 0% vehicle; activation, % at 7 µM; hit rate 0.9% among 370,000; AID 652039;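 active = activation above the mean of all tested compounds plus 3 SD, computed per campaign excluding outliers beyond control limits, cut at about 13% in these data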
Target sequence (P49862 whole entry, looked up): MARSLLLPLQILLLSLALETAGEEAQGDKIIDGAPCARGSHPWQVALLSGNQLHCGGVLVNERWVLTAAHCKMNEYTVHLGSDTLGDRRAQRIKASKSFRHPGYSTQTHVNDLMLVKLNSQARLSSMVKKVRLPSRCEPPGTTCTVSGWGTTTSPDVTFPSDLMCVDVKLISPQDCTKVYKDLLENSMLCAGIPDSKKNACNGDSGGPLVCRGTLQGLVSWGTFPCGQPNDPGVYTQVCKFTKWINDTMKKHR
Numbers without * were called inactive; nt = no result given.

Start of the listing, in advance, two compounds:
SMILES	DDE Tn7 FP inh	TCR-CD3 inh	PRMT1 FP inh	MBD2 inh	TDP2 absorb	SIAE primary	LEDGF integ inh	UHRF1 MBD2 ctr	DDE Tn6 FP inh	proKLK7 act
CCOc1ccc(NC(=S)NC(=O)c2cccnc2)c([N+](=O)[O-])c1	9	3	-5	-10	14	-1	4	-12	2	0.6
CCCCN1CCN(C2=NC(=O)N(c3ccc(Br)cc3)C(=O)C2)CC1	-2	nt	5	-4	-4	2	-2	1	3	-0.5

The list itself, from the first entry:
SMILES	DDE Tn7 FP inh	TCR-CD3 inh	PRMT1 FP inh	MBD2 inh	TDP2 absorb	SIAE primary	LEDGF integ inh	UHRF1 MBD2 ctr	DDE Tn6 FP inh	proKLK7 act
CCOc1ccc(NC(=S)NC(=O)c2cccnc2)c([N+](=O)[O-])c1	9	3	-5	-10	14	-1	4	-12	2	0.6
CCCCN1CCN(C2=NC(=O)N(c3ccc(Br)cc3)C(=O)C2)CC1	-2	nt	5	-4	-4	2	-2	1	3	-0.5
COc1ccc(OCCn2c(NC(=O)c3ccco3)nc3ccccc32)cc1	5	-3	2	2	1	-3	8	-2	2	0.6
CCOc1ccccc1Nc1nc(N)nc(CSc2nncn2C)n1	0	3	1	4	-8	2	7	2	2	-0.3
CCOC(=O)[C@@H]1[C@H]2COc3ccc(Br)cc3[C@H]2N2C(=O)N(c3cccc(F)c3)C(=O)[C@]12C	-2	9	0	0	8	-2	2	0	-3	0.7
CCOC(=O)C1CCCN(CCC(=O)Nc2ccc(Br)cc2)C1 (stereo not drawn)	-6	3	-2	2	4	2	6	-2	2	0.8
O=[N+]([O-])c1cccc(/C=C2\CCC(/C=N/Nc3ccc4ccccc4n3)=C2N2CCOCC2)c1	-2	2	4	-5	-2	-1	-2	-2	-8	0.1
CCN(CC)S(=O)(=O)c1ccc(C)c(NC(=O)CNCc2ccccc2OC)c1	-1	9	2	-1	14	1	0	1	-3	0.1
Cc1cccc(N(CC(=O)Nc2ccccc2-c2ccccc2)S(=O)(=O)c2ccccc2)c1C	4	-1	-2	4	13	6	-3	-5	-10	0.2
CC(C)n1c2ccccc2c2cc([N+](=O)[O-])ccc21	0	-6	2	6	0	-4	1	-3	-4	-1.0
CCC1(CC)C(=O)C(C)(C)C(=O)OC1c1ccccn1 (stereo not drawn)	1	-5	2	-1	-1	-5	-1	0	-5	-0.1
CC(=O)Nc1ccc(NC(=O)CSCc2cnn(-c3ccccc3)c2-n2cccc2)cc1	1	3	-1	0	-5	-3	-2	-2	2	0.1
CCOC(=O)c1cc(NC(=O)c2ccccc2)c(=O)n2c1oc1ccccc12	-2	8	-4	-3	-7	0	0	1	4	0.3
COc1ccc(Nc2cnn(-c3nc4ccccc4s3)c(=O)c2Cl)cc1	3	-8	1	2	10	-5	0	-2	-3	-0.9
Cc1ccc(-c2nc3ncccc3o2)cc1NC(=O)C(C)C	-6	-9	-2	-2	-20	0	-1	4	-3	0.2
CC1=C(C(=O)N2CCCC(N3CCN(c4cccc(Cl)c4)CC3)C2)OCCO1 (stereo not drawn)	5	3	-5	-3	-4	3	-1	0	-2	0.2
CC(NC(=O)CC1CCCCC1)c1ccccc1 (stereo not drawn)	6	-4	-2	0	-15	2	-2	1	3	0.4
CC(NC(=O)COc1ncnc2cc([N+](=O)[O-])ccc12)c1ccccc1 (stereo not drawn)	4	4	-1	-7	-4	9	-2	-4	-3	0.1
CCc1nc(SCC(=O)NNC(=O)C(C)C)c2ccccc2n1	-6	-3	6	-5	-2	0	-1	2	3	-0.7
Cc1ccc(CSc2nc3ccccc3c(=O)[nH]2)cc1	-1	4	-4	-2	15	7	1	-1	-3	0.1

An excerpt from above in order of molar mass, ascending.
SMILES	DDE Tn7 FP inh	TCR-CD3 inh	PRMT1 FP inh	MBD2 inh	TDP2 absorb	SIAE primary	LEDGF integ inh	UHRF1 MBD2 ctr	DDE Tn6 FP inh	proKLK7 act
CC(NC(=O)CC1CCCCC1)c1ccccc1 (stereo not drawn)	6	-4	-2	0	-15	2	-2	1	3	0.4
CC(C)n1c2ccccc2c2cc([N+](=O)[O-])ccc21	0	-6	2	6	0	-4	1	-3	-4	-1.0
CCC1(CC)C(=O)C(C)(C)C(=O)OC1c1ccccn1 (stereo not drawn)	1	-5	2	-1	-1	-5	-1	0	-5	-0.1
Cc1ccc(CSc2nc3ccccc3c(=O)[nH]2)cc1	-1	4	-4	-2	15	7	1	-1	-3	0.1
Cc1ccc(-c2nc3ncccc3o2)cc1NC(=O)C(C)C	-6	-9	-2	-2	-20	0	-1	4	-3	0.2
CCOc1ccc(NC(=S)NC(=O)c2cccnc2)c([N+](=O)[O-])c1	9	3	-5	-10	14	-1	4	-12	2	0.6
CC(NC(=O)COc1ncnc2cc([N+](=O)[O-])ccc12)c1ccccc1 (stereo not drawn)	4	4	-1	-7	-4	9	-2	-4	-3	0.1
CCOc1ccccc1Nc1nc(N)nc(CSc2nncn2C)n1	0	3	1	4	-8	2	7	2	2	-0.3
CCOC(=O)c1cc(NC(=O)c2ccccc2)c(=O)n2c1oc1ccccc12	-2	8	-4	-3	-7	0	0	1	4	0.3
COc1ccc(OCCn2c(NC(=O)c3ccco3)nc3ccccc32)cc1	5	-3	2	2	1	-3	8	-2	2	0.6
CCOC(=O)C1CCCN(CCC(=O)Nc2ccc(Br)cc2)C1 (stereo not drawn)	-6	3	-2	2	4	2	6	-2	2	0.8
CC(=O)Nc1ccc(NC(=O)CSCc2cnn(-c3ccccc3)c2-n2cccc2)cc1	1	3	-1	0	-5	-3	-2	-2	2	0.1

(further entries)
SMILES	DDE Tn7 FP inh	TCR-CD3 inh	PRMT1 FP inh	MBD2 inh	TDP2 absorb	SIAE primary	LEDGF integ inh	UHRF1 MBD2 ctr	DDE Tn6 FP inh	proKLK7 act
CCN1CCN(Cc2ccc(NC(=O)c3ccc(C)c(NC(=O)c4cc(-c5ccc(Br)cc5)n[nH]4)c3)cc2C(F)(F)F)CC1	3	26*	-1	-4	-11	-57	1	-2	-4	0.7
C=C(C)C(=O)Nc1cccnc1Oc1ccc(F)cc1	-10	-6	-2	4	0	-5	-2	-1	7	0.2
N#Cc1sc2nc3c(c(-c4ccco4)c2c1N)CCCC3	-1	1	1	-2	4	0	-2	-5	-1	1.9
CC(=O)Nc1ncc(Cc2ccc(Cl)cc2Cl)s1	-2	-4	3	-1	7	1	-5	2	6	-0.3
COc1cc2c(cc1NC(=O)CN1CCN(S(=O)(=O)c3ccccc3F)CC1)oc1ccccc12	-2	3	-2	-3	-14	0	1	-2	11	-0.1
Cn1c(-c2ccc([N+](=O)[O-])cc2)nc2ccccc21	-8	-7	-4	-1	-14	-4	5	5	1	-0.7
CCN(CC)C(=O)C1CCCN(Cc2cccc(Oc3ccccc3)c2)C1 (stereo not drawn)	-3	4	-4	1	12	7	6	0	-4	0.1
O=C(CSc1nnc(-c2ccc(O)cc2)o1)N1CCOCC1	2	-2	1	1	-2	0	0	5	-10	0.4
C[C@@H](C(=O)NCCc1ccc(F)cc1)N1C(=O)N2CCc3c([nH]c4ccccc34)[C@@]2(C)C1=O	-1	6	-3	-4	4	1	-2	-1	3	0.5
CC(=O)Oc1ccccc1C(=O)N(C1CCCCC1)C1CCCCC1	0	-1	1	-5	21	11	2	2	-4	-0.6
Cc1ccc(C)c(C(=O)C(C)OC(=O)CN2C(=O)NC3(CC(C)CC(C)(C)C3)C2=O)c1 (stereo not drawn)	-7	9	-6	-3	-10	-1	2	-1	4	0.3
CC(=O)N1c2ccc(S(=O)(=O)N3CCCC3)cc2CC1C(=O)NCc1cccc(F)c1 (stereo not drawn)	2	2	-1	4	8	5	1	-1	-5	-0.1
Cc1ccc(-c2cc(-c3ccco3)c3c(N)c(C(=O)NN)oc3n2)cc1	3	16	-1	-4	9	28*	2	-7	-4	-1.5
CSC1=C(C#N)C(CC(C)C)C(C(C)=O)=C(C)N1 (stereo not drawn)	0	5	0	1	-4	0	-5	-3	1	0.3
CCN(C(=O)CSc1nnc(Cc2ccccc2F)n1N)C1CCS(=O)(=O)C1 (stereo not drawn)	4	7	1	-1	3	0	-2	-1	-7	0.1
Brc1ccc2ncnc(NCc3ccco3)c2c1	-1	5	3	-4	11	-3	1	0	-3	0.3
CCCNC(=O)[C@H]1N2C(=O)c3c(ccc(OC)c3OC)C2SC1(C)C (stereo partly drawn)	-4	10	-3	-1	-15	5	3	1	1	-1.9
O=C(c1ccco1)N1CCN(S(=O)(=O)c2ccc3c(c2)CCN3C(=O)C2CCC2)CC1	-2	0	-1	-2	-22	-1	1	4	-12	-0.2
CCOC(=O)N1CCN(C(=O)c2cccn3c(=O)c4cc(Cl)ccc4nc23)CC1	6	3	-3	0	-24	-15	6	9	-1	6.2
CS(=O)(=O)N1CCCC(C(=O)NCCCN2CCC(Cc3ccccc3)CC2)C1 (stereo not drawn)	-4	-6	0	5	0	0	2	15	-4	-0.2
CC(Oc1ccc(F)cc1)C(=O)Nc1cccc(-c2nn[nH]n2)c1 (stereo not drawn)	-9	8	12	2	-7	-8	5	0	1	0.4
CCCN(CCC)C(=O)Cn1c2ccccc2c2nc(=O)cc(C)n21	-8	3	-1	1	4	3	-2	0	-15	-0.6
COc1ccccc1NS(=O)(=O)c1ccc(C)c(C(=O)NCC2(N(C)C)CCCCC2)c1	-1	1	-3	-2	9	-3	-1	-1	1	-0.3
C=CCNC(=O)C12CCC(C)(C(=O)[C@H]1Br)C2(C)C (stereo partly drawn)	-1	0	-3	-1	-1	-3	1	-1	-2	-0.7
COc1ccc(C2CC(c3cccs3)=NN2C(=O)COC(=O)C2CCCCC2)cc1OC (stereo not drawn)	3	0	0	2	-2	0	2	-2	-7	-0.6
O=C(NCCc1ccccn1)c1nc(Cn2cc(Br)cn2)no1	3	-2	-6	-5	-12	-9	5	-1	1	0.2
O=C(COc1ccccc1)Nc1ccccc1C(=O)NC1CC1	-6	-1	3	1	18	0	-1	0	-5	-0.4
O=C(NN1C(=O)c2ccccc2C1=O)C1CC2CCC1C2 (stereo not drawn)	-2	6	-2	3	2	0	3	2	-12	-0.1
Cc1ccccc1Cn1cnc2c([N+](=O)[O-])c(C)c(C)cc21	3	3	-1	-3	11	-3	0	0	0	0.6
Cc1ccc(-c2noc(CCCC(=O)NCC3CCCO3)n2)cc1 (stereo not drawn)	0	-1	6	3	6	4	2	1	0	-0.8
COC(=O)[C@]12C[C@H](CC(=O)N3CCC(c4ccccc4)CC3)C(=O)N(CCC3=CCCCC3)C1=C[C@H](COCc1ccccc1)O[C@@H]2C	1	5	-2	-2	-6	-3	2	0	7	1.0
O=C(CN1C(=O)c2ccc(Br)cc2C1=O)NCC1CCCO1 (stereo not drawn)	-3	6	1	-3	-5	-8	1	1	3	-0.3
CC1N(O)C(c2ccc(Cl)cc2Cl)N(O)C1(C)C (stereo not drawn)	3	1	-3	-4	4	-2	1	-1	-4	-0.3
Cc1cc(-c2ccccc2)nc(N/N=C/c2ccc(O)cc2O)n1	7	-2	5	-1	-19	14	-4	0	-2	-0.6

Bioassay records: PubChem BioAssay, The Scripps Research Institute Molecular Screening Center
